# PABP1 MLLE inh: inhibitors of PABP1 MLLE–PAM2 peptide binding, primary screen, biochemical, fluorescence polarization, FITC-PAM2, GST-MLLE | inhibition, % at 20 µM | hit rate 0.36% among 360,000 | AID 588489, 2011; in the data active = inhibition above about 35%, passing the limit was not always enough;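 also: plate controls were DMSO wells with GST-MLLE for no effect and wells lacking GST-MLLE protein for full effect; some results filed as inactive read as strong as hits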
# Target sequence (P11940 whole entry, looked up): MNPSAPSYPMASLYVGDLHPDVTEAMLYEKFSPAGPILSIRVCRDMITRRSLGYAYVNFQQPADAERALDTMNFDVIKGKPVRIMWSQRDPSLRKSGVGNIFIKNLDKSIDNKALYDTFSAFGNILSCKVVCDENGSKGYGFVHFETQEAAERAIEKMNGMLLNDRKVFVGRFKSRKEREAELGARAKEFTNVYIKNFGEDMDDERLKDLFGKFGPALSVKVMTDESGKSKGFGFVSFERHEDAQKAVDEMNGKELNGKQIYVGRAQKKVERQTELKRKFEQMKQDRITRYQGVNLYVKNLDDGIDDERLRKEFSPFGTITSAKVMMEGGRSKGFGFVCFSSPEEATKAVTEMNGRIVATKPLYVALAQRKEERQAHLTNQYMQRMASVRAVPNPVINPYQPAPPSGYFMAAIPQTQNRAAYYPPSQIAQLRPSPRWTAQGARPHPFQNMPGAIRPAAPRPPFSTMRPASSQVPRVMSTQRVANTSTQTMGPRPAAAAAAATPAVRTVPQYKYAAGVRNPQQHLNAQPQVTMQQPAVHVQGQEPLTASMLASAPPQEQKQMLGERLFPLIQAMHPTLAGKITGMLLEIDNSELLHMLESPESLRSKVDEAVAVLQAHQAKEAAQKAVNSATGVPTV
# Tb MetRS inh: T. brucei MetRS inhibitors, primary screen, biochemical, luminescence | methionyl-tRNA synthetase (Trypanosoma brucei brucei) | purified T. brucei MetRS, ATP depletion, Kinase-Glo luminescence | inhibition, % at 11.9 µM | hit rate 0.4% among 360,000 | AID 624268, 2012;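 active = inhibition above a per-plate cutoff of the control wells' mean inhibition plus 3 SD, cut at about 5.5% in these data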;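 also: 0% = DMSO wells median and 100% = median of wells with control inhibitor compound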
#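 Test system – parasite MetRS enzyme · Reagent – substrates ATP, L-methionine and bulk Escherichia coli tRNA · Doses – 11.9 µM compound single dose, 0.9% DMSO · Times – 15 min enzyme-compound preincubation, 2 h reaction, 10 min detection, 25 °C · Signal – Kinase-Glo luminescence, ATP depletion format · Controls – DMSO-only wells as low control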
# LMPTP inh: LMPTP phosphatase inhibitors, primary screen, biochemical, fluorescence intensity, uHTS. AID 651560, 2012. recombinant LMPTP-A, OMFP fluorogenic substrate. inhibition, % at 20 µM. hit rate 0.22% among 360,000. Low molecular weight phosphotyrosine protein phosphatase (Homo sapiens), P24666;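 active = compounds that cut the enzyme signal by at least half of the control window in the single-dose screen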;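 also: plate controls were DMSO wells with enzyme plus substrate for no effect and substrate without enzyme for full effect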
# Target sequence (P24666 whole entry, looked up): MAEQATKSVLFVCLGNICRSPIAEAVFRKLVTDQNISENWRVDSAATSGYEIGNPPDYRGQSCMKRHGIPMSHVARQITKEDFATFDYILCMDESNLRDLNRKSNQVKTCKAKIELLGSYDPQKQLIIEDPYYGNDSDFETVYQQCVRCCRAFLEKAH
#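 Assay system: LMPTP-A enzyme. Input: 0.625 nM LMPTP-A final. Probe or stimulus: 400 µM OMFP. Compound dosing: single 20 µM dose. Schedule: 50 min dark incubation at room temperature. Detection: fluorescence intensity of OMFP turnover product. Read-out: percent inhibition versus substrate-only and uninhibited controls. Benchmarks: no-enzyme low control, uninhibited high control.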
# CSN inh: inhibitors of CSN-mediated cullin deneddylation, primary screen, biochemical, fluorescence polarization, uHTS | Purified CSN, SCF-Nedd8-OG deneddylation | inhibition, % at 12.5 µM | hit rate 0.38% among 360,000;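 active = pattern-corrected inhibition above about 35%, with an unprinted fluorescence ratio check between 0.5 and 1.5, limit read from the data, passing the limit was not always enough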;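 also: 0% = enzyme with substrate and 100% = substrate without enzyme; some results filed as inactive read as strong as hits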
#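 Material: purified human Csn5 enzyme expressed in HEK293T cells / Medium: Tris buffer pH 7.5, NaCl, DTT, Tween-20, trehalose, ovalbumin / Compound dosing: 12.5 µM single point / Schedule: 90 min incubation of compound, enzyme and substrate at room temperature / Signal: fluorescence polarization of the substrate / Control set: no-enzyme wells high, enzyme-with-substrate wells low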
# NadD block: inhibitors of S. aureus NadD, primary screen, biochemical, colorimetric, uHTS | inhibition, % at 20 µM | hit rate 0.78% among 360,000 | Nicotinate-nucleotide adenylyltransferase NadD (Staphylococcus aureus N315) | purified NadD enzyme, colorimetric absorbance read-out; in the data active = inhibition above about 26%; also: some compounds past the cut are filed as inactive
# DNMT1 inh: human DNMT1 methyltransferase inhibitors, primary screen, biochemical, molecular beacon, fluorescence, HinP1I cleavage, uHTS | inhibition (reported as % activation of signal), % at 10 µM | hit rate 0.83% among 360,000 | DNA (cytosine-5)-methyltransferase 1 (Homo sapiens), P26358; in the data active = inhibition above about 50%
# SUMO1-SIM PPI: modulators of SUMO1 protein-protein interactions, primary screen, biochemical, uHTS | Small ubiquitin-related modifier 1 (Homo sapiens), P63165 | SUMO1 binding to a labelled peptide, TR-FRET, 1 h | inhibition, % at 20 µM | hit rate 0.33% among 360,000; in the data active = inhibition above about 37%
# Target sequence (P63165 whole entry, looked up): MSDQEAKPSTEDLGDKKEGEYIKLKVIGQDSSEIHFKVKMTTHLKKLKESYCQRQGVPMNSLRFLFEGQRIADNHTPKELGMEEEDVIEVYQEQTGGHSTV
# Rpn11 block: Rpn11 (PSMD14) deubiquitinase inhibitors, primary screen, biochemical, fluorescence polarization, uHTS; hit rate 0.59% among 360,000; 26S proteasome non-ATPase regulatory subunit 14 (Homo sapiens), O00487; AID 588493, 2011; human 26S proteasome, Ub4-pepOG fluorescence polarization; 20S core pre-blocked with epoxomicin; calls only at 20 µM;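 active = inhibition at 20 µM, scaled to each plate's controls, above about 33%, limit read from the data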
# Scp-1 inhibitor: Scp-1 phosphatase inhibitors, primary screen, biochemical, colorimetric, uHTS | hit rate 0.88% among 340,000 | Recombinant Scp1, phosphopeptide, malachite green phosphate absorbance | inhibition, % at 20 µM;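 active = inhibition above about 50% at 20 µM, limit read from the data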;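 also: plate controls were DMSO wells with enzyme for no effect and wells lacking enzyme for full effect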
#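 Test system – truncated SCP-1 phosphatase (76-261aa) · Reagent – Phosphorylated 17-residue peptide substrate · Incubation – 45 min room-temperature reaction, 5 min colour, 30 min stabiliser · Detection – colorimetric phosphate reagent with accelerator and stabiliser, absorbance at 630 nm · Measure – % inhibition at 20 µM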
# STEP inh: STEP phosphatase inhibitors, primary screen, biochemical, fluorescence intensity, uHTS. Tyrosine-protein phosphatase non-receptor type 5 (Homo sapiens), P54829. hit rate 0.25% among 360,000. AID 588621, 2011. inhibition, % at 20 µM. recombinant STEP, OMFP fluorogenic substrate;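 active = inhibition at 20 µM, scaled per plate between control wells, above about 37%, limit read from the data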;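 also: 0% = DMSO with enzyme and substrate and 100% = substrate only without enzyme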
#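 Material: STEP (striatal-enriched tyrosine phosphatase) enzyme, cell-free; Compound dosing: 20 µM single dose in 1% DMSO; Technique: fluorescence read at 480 nm ex / 540 nm em; Times: reaction 20 min, ambient temperature; Medium: 50 mM Bis-Tris pH 6.0 with 2.5 mM DTT and 0.005% Tween 20; Also added: OMFP at 25 µM.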
# * = called active by the depositor; i = inactive; x = no result given; + = active, no number. Outcome played no part in choosing rows (roughly 3.6% active in at least one column).
Molecule,PABP1 MLLE inh,Tb MetRS inh,LMPTP inh,CSN inh,NadD block,DNMT1 inh,SUMO1-SIM PPI,Rpn11 block,Scp-1 inhibitor,STEP inh
CC(Oc1ccc2c(-c3ccccc3)cc(=O)oc2c1)C(=O)NCc1ccccn1 (stereo not given),8,-2.6,1.0,4,0,-2,-13,i,1,0
COc1ccc(CC(=O)Nc2ccc(-c3nnc(-c4ccccc4)o3)cc2)cc1OC,-20,-0.2,14,46*,-12,-18,2,+,-6,19
Cc1ccc(C)c(N(C)S(=O)(=O)c2ccc3[nH]cc(C(=O)NCCN4CCOCC4)c(=O)c3c2)c1,-3,-1.2,-2.8,-8,1,7,5,i,6,-1
O=C(Cn1cc([N+](=O)[O-])cn1)NCc1ccccc1,-2,-1.8,-1.3,1,-4,-3,0,i,1,2
CCOC(=O)N1CCC(N(CCN(C)C)C(=S)Nc2cc(Cl)ccc2C)CC1,10,-0.6,-9.9,4,-12,-1,3,i,-13,65*
COc1ccc(OC2C(=O)N(Cc3ccc(F)cc3)C2c2ccc(OC)c(OC)c2)cc1 (stereo not given),-30,-1.1,0.4,-3,-3,-4,-1,i,-13,1
CSC1=NC(C(Cl)(Cl)Cl)N=C(c2ccc(C)cc2)N1 (stereo not given),3,1.5,-0.1,2,-2,-3,0,i,-1,-4
N/C(=N\OC(=O)c1ccco1)c1ccc(Cl)cc1,1,0.3,-0.4,-4,0,2,-2,i,-1,0
CCn1c(C)nc2cc(C(=O)N/N=C(\C)c3ccc(N4CCOCC4)cc3)ccc21,0,-1.0,-0.8,4,-3,0,-10,i,-6,-4
COc1ccc(N2CCN(C(=O)CCNS(=O)(=O)c3ccc(C)cc3)CC2)cc1,-5,-0.4,1.4,1,4,1,-8,i,-5,1
O=C(N/N=C/c1c(O)ccc2ccccc12)c1cccc(C(F)(F)F)c1,-162,-0.6,3.9,69*,16,-12,-15,x,3,1
CCOC(=O)C1CCN(C(=O)CSc2nc3ncccc3[nH]2)CC1,7,1.4,-0.3,3,0,2,-2,i,-11,-3
CCOC(=O)c1ccccc1NC(=O)CN1C(=O)NC(C)(CCc2ccccc2)C1=O (stereo not given),-5,-0.4,0.6,1,-11,2,-1,i,-3,1
CC(=O)N1CCC(=NNc2ccnc3cc(Cl)ccc23)CC1,7,0.4,-1.9,3,2,-6,0,i,-7,-1
CSCC[C@H](NC(=O)c1ccc(Cl)c([N+](=O)[O-])c1)c1nc2ccccc2[nH]1,-1,56*,-0.4,3,-1,-2,-23,i,1,-1
N#C/C(=C\c1ccc(C#N)cc1)C(=O)N1CCCC1,0,-0.6,-0.3,-9,2,1,4,i,x,-3
O=C(CCC(=O)N1CCSc2ccccc21)Nc1cccc(F)c1,-8,-0.4,0.7,-4,-5,-2,2,i,-4,-3
Cc1ccc(Nc2nc(N)c3ccccc3n2)cc1C,1,-1.3,7.8,4,-5,-3,-3,i,-8,5
CCCOc1ccc(-c2nn(-c3ccccc3)cc2/C=C2\SC(N)=NC2=O)cc1,-4,-0.2,0.4,0,-3,55*,11,i,-5,4
COc1ccc(-c2nc(CS(=O)CC(=O)NC3CCCCC3C)c(C)o2)cc1 (stereo not given),17,-0.2,0.9,-5,-2,-3,6,i,-8,-3
O=C(OCc1cccc(F)c1)c1cc2ccccc2cc1O,-1,0.7,3.1,2,0,-1,-2,i,-8,1
COc1cc(-n2cnnn2)ccc1S(=O)(=O)N1CCOCC1,-14,0.0,-1.4,9,0,7,3,i,-9,0
CCCCCC(=O)Nc1cccc(C2=NOC3(C2)C[C@@H](C(N)=O)N(C(=O)CC(c2ccccc2)c2ccccc2)C3)c1 (stereo not given in full),1,0.1,0.8,-1,6,-8,-2,i,4,-1
COc1ccccc1/C=N/NC(=O)c1nnn(-c2nonc2N)c1-c1ccccc1,-12,-0.1,-0.5,3,2,1,-4,i,-8,1
Cn1c(=O)c2c(nc(NNC(=O)C(F)(F)F)n2C)n(C)c1=O,-12,-0.1,-1.9,-2,-8,1,0,i,-7,-2
Cc1csc(NC(=O)CCC(=O)N(CC(=O)NC2CCCCC2)c2ccccc2)n1,0,0.1,-0.5,1,-6,1,0,i,-5,0
CNC[C@@H]1Oc2ccc(NC(=O)Nc3c(C)noc3C)cc2CC(=O)N([C@H](C)CO)C[C@H]1C,-27,-0.4,-1.0,6,-4,-1,2,i,0,1
C#CCOCCOCCOCCNc1nc(N2CCN(C(=O)Cn3cc(CCCCN)nn3)CC2)nc(N2CCN(C(=O)Cn3cc(CC(C)O)nn3)CC2)n1 (stereo not given),2,-0.1,-5.8,-1,-9,6,4,i,1,-2
O=C(CP(=O)(c1ccccc1)c1ccccc1)Nc1cccc(CP(=O)(c2ccccc2)c2ccccc2)c1,3,-1.3,0.0,2,-3,2,2,i,-5,-1
O=C1C2C3CCC(C3)C2C(=O)N1Cc1ccco1 (stereo not given),-6,-0.1,-2.0,-1,0,0,3,i,-8,-4
CCCNC(=O)C1(C)CCCN(C(=O)c2ccc3snnc3c2)C1 (stereo not given),8,-0.1,-1.4,4,2,1,0,i,x,0
COCCCN=Cc1c(C)[nH]n(-c2ccc(Br)c(C)c2)c1=O,-4,-1.0,1.6,-6,-4,0,0,i,-7,-4
O=C(Cc1nc(=O)c2ccccc2s1)Nc1ccccc1,11,0.1,0.5,-5,7,9,-1,i,-8,4
CC1=C(C(=O)Nc2cc(C)ccn2)C(c2cnn(C)c2)C2=C(CC(c3ccccc3)CC2=O)N1 (stereo not given),12,-0.5,-1.1,-2,-2,2,-6,i,-2,-4
Cc1onc(-c2c(F)cccc2Cl)c1C(=O)Nc1cccc(S(=O)(=O)NC2=NCCC2)c1,14,-0.4,-0.7,-5,1,-1,-2,i,-4,0
COCCn1c(SCC(=O)NC2CCCCC2C)nc2ccccc2c1=O (stereo not given),-9,0.3,-1.5,-2,1,1,0,i,-10,1
Cc1cccc(OCC(=O)OCC(=O)N2CCCc3ccccc32)c1C,-5,-0.5,2.6,2,-2,-5,-2,i,-12,0
CCCn1c(NC(=O)c2ccc(F)cc2)nc2ccccc21,1,0.0,1.3,-2,-1,-5,24,i,-7,1
COc1cc(/C=N/NC(=O)CN2CCCCC2)ccc1OCc1ccc(Br)cc1,-6,1.1,-0.4,-8,-18,-3,-10,i,-9,3
COc1cc(/C=N/NC(=O)c2nnn(-c3nonc3N)c2-c2cccs2)ccc1O,3,-0.2,-0.1,5,-5,-2,-23,i,0,-2

# Reprinted from the part before: two compounds, then new ones.
Molecule,PABP1 MLLE inh,Tb MetRS inh,LMPTP inh,CSN inh,NadD block,DNMT1 inh,SUMO1-SIM PPI,Rpn11 block,Scp-1 inhibitor,STEP inh
COc1cc(/C=N/NC(=O)CN2CCCCC2)ccc1OCc1ccc(Br)cc1,-6,1.1,-0.4,-8,-18,-3,-10,i,-9,3
COc1cc(/C=N/NC(=O)c2nnn(-c3nonc3N)c2-c2cccs2)ccc1O,3,-0.2,-0.1,5,-5,-2,-23,i,0,-2
CCOC(=O)/C(C#N)=C1/C(=O)N(Cc2ccccc2)c2ccccc21,23,0.0,1.5,-3,11,-5,-8,i,-2,1
CSc1nsc(/C=C/Nc2ccc(C)c(C)c2)c1C#N,-53,-0.1,-0.5,14,16,-15,2,x,-9,-4
CCOC(=O)c1[nH]cnc1C(=O)NC1CCCCC1,10,-0.1,-0.1,3,0,0,-1,i,-5,-6
O=C(NNC(=O)c1cc(Br)ccc1Cl)c1csc(N2CCOCC2)n1,2,-0.1,0.0,0,-5,1,0,i,-10,0

# In the list so far, 7 contain fluorine.
Molecule,PABP1 MLLE inh,Tb MetRS inh,LMPTP inh,CSN inh,NadD block,DNMT1 inh,SUMO1-SIM PPI,Rpn11 block,Scp-1 inhibitor,STEP inh
COc1ccc(OC2C(=O)N(Cc3ccc(F)cc3)C2c2ccc(OC)c(OC)c2)cc1 (stereo not given),-30,-1.1,0.4,-3,-3,-4,-1,i,-13,1
O=C(N/N=C/c1c(O)ccc2ccccc12)c1cccc(C(F)(F)F)c1,-162,-0.6,3.9,69*,16,-12,-15,x,3,1
O=C(CCC(=O)N1CCSc2ccccc21)Nc1cccc(F)c1,-8,-0.4,0.7,-4,-5,-2,2,i,-4,-3
O=C(OCc1cccc(F)c1)c1cc2ccccc2cc1O,-1,0.7,3.1,2,0,-1,-2,i,-8,1
Cn1c(=O)c2c(nc(NNC(=O)C(F)(F)F)n2C)n(C)c1=O,-12,-0.1,-1.9,-2,-8,1,0,i,-7,-2
Cc1onc(-c2c(F)cccc2Cl)c1C(=O)Nc1cccc(S(=O)(=O)NC2=NCCC2)c1,14,-0.4,-0.7,-5,1,-1,-2,i,-4,0
CCCn1c(NC(=O)c2ccc(F)cc2)nc2ccccc21,1,0.0,1.3,-2,-1,-5,24,i,-7,1
